OX1R FRET antag: OX1R (human) antagonism; hit rate 1.8% among 330,000; AID 485270; inhibition, % at 6.6 µM; OX1R-expressing cells, FRET antagonist read-out; O43613; in the data active = inhibition mostly above about 38%, no sharp cut-off; inactive = mostly below about 40%;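 also: 0% = agonist challenge alone and 100% = reference antagonist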
Target sequence (O43613 whole entry, looked up): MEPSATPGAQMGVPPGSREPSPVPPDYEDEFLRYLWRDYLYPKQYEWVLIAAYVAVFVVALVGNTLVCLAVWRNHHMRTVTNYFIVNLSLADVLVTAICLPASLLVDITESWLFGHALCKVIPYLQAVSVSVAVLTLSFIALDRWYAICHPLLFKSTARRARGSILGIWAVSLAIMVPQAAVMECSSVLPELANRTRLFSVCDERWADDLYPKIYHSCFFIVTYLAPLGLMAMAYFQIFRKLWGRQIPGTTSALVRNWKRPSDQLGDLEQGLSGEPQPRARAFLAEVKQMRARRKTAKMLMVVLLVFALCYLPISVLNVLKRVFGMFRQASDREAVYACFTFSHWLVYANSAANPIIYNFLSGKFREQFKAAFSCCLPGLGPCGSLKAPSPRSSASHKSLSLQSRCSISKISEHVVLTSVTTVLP
STK33 kinase inh: blocks human STK33 kinase activity. AID 2661. purified STK33, MBP phosphorylation, ADP-Glo luminescence. hit rate 0.073% among 320,000. inhibition, % at 10 µM;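 active = inhibition at or above 25%, using the most active replicate where run in duplicate; inactive = inhibition below 25%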
Target sequence (Q9BYT3 whole entry, looked up): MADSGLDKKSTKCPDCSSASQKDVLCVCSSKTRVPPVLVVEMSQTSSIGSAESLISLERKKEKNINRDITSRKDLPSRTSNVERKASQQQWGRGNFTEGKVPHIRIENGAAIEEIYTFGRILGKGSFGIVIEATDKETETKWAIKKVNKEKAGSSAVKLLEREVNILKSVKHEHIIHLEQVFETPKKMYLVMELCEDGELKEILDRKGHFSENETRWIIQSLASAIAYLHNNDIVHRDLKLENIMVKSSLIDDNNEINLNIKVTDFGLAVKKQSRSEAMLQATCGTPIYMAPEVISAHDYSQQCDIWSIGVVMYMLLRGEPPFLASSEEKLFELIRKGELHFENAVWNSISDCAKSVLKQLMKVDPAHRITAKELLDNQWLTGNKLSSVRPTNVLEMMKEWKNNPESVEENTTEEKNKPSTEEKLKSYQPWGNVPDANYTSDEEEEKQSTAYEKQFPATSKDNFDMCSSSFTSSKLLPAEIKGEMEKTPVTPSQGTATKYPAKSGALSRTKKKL
Starred values were filed as active, the others as inactive; · = not tested or not shown; & = joins results of further samples.

SMILES	OX1R FRET antag	STK33 kinase inh
COc1ccc(C2C(C(=O)Nc3cc(C)on3)c3ccccc3C(=O)N2C)cc1OC (stereo not drawn)	3.3	-0.2
Nc1c(-c2cccc([N+](=O)[O-])c2)nc2ccccn12	32.4	-2.7
Cc1cc(N2C(=O)C3CC=CCC3C2=O)cc(C)c1Br (stereo not drawn)	8.7	-2.1
CC1CC(C)CN(C(=O)COC(=O)CCCN2C(=O)c3cccc4cccc(c34)C2=O)C1 (stereo not drawn)	18.0	-0.2
Cc1ccc(NC(=O)Cn2cc(S(=O)(=O)c3ccccc3)c(=O)c3cc(F)ccc32)cc1	4.0	-1.3
Cc1c(/C=N/Nc2ccc([N+](=O)[O-])cn2)c2ccccc2n1Cc1ccccc1	12.1	-1.3
Cc1cccc(C(C)(C)C)c1OCCCCN1CCCC1	4.6	-4.3
CCOc1ccc(S(=O)(=O)N2CCCC(C(=O)NC3CC3)C2)cc1Cl (stereo not drawn)	15.8	-1.2
O=C(CCc1nnc2ccc(N3CCCCC3)nn12)NCC1CCN(Cc2ccc(F)cc2)CC1	13.2	0.2
CCOc1ccc(NS(=O)(=O)c2ccc(C(=O)NC3CCC(O)CC3)cc2)cc1 (stereo not drawn)	0.8	1.8
Cc1ccccc1NC(=O)Cc1nc(-c2ccc3ccccc3c2)cs1	43.3	-1.6
COc1cc(C(c2c(C(=O)O)[nH]c3ccccc23)c2c(C(=O)O)[nH]c3ccccc23)ccc1OCc1ccccc1	-0.4	·

Four of the compounds above, with each value named:
compound: Cc1cccc(C(C)(C)C)c1OCCCCN1CCCC1
- OX1R FRET antag: 4.6
- STK33 kinase inh: -4.3
compound: CCOc1ccc(S(=O)(=O)N2CCCC(C(=O)NC3CC3)C2)cc1Cl (stereo not drawn)
- OX1R FRET antag: 15.8
- STK33 kinase inh: -1.2
compound: O=C(CCc1nnc2ccc(N3CCCCC3)nn12)NCC1CCN(Cc2ccc(F)cc2)CC1
- OX1R FRET antag: 13.2
- STK33 kinase inh: 0.2
compound: CCOc1ccc(NS(=O)(=O)c2ccc(C(=O)NC3CCC(O)CC3)cc2)cc1 (stereo not drawn)
- OX1R FRET antag: 0.8
- STK33 kinase inh: 1.8

Following part:
SMILES	OX1R FRET antag	STK33 kinase inh
CCOc1ccc(-c2c(=O)n(OCc3ccccn3)c3ccccc3[n+]2[O-])cc1	61.8*	-0.6
CCOC(=O)C1=C(CCl)NC(=O)NC1c1ccc2c(c1)OCO2 (stereo not drawn)	3.1	-0.7
Cc1ccc(NC(=O)CCCc2ccccc2)c([N+](=O)[O-])c1	·	-0.3
COc1cc(NC(=O)COC(=O)CSc2ccc3ccccc3c2)c(C)cc1[N+](=O)[O-]	22.7	1.9
Cc1ccc(C(=O)OCC(=O)N(CC(C)C)c2c(N)n(Cc3ccccc3)c(=O)[nH]c2=O)s1	38.4	-2.0
CC(C)CCCN1C(Nc2ccccc2)=NC[C@@H]1CC(C)C	20.3	-0.6
CCCC(=O)NCc1cc(-c2nn(C)c(=O)c3ccccc23)ccc1C	6.5	-0.4
Cc1cccc(C)c1NC(=O)CN(C)CC(=O)N1CC(=O)Nc2ccccc21	4.9	-0.7
C[N+]1(CC(O)c2ccccc2)CCCCCC1 (stereo not drawn)	25.2	-0.7
Cc1nc2cc(CO)ccc2s1	11.0	-0.5
CCN(CC)c1ccc(/C=N/NC(=O)CCC(=O)NCc2ccccc2)c(O)c1	40.0	-0.6
CC(C)c1ccc(CCNC(=O)c2cccc(S(=O)(=O)N3CCN(C)CC3)c2)cc1	-11.9	-1.2
CC(C)(C)CC(=O)NC(=S)Nc1ccccc1C(F)(F)F	30.4	-1.4
COc1cc2c(cc1OC)C(NC(=O)C(F)(F)F)CNC2=O (stereo not drawn)	5.7	-1.0
Cc1ccc2nc(-c3ccc(NS(=O)(=O)c4ccc(F)c(F)c4)cc3)sc2c1	4.8	-1.0
Cc1ccc(-n2ncc(C(=O)NC3CC3)c2C2CCN(C(=O)OC(C)(C)C)CC2)c(C)c1	10.0	0.0
COc1ccc(CCNC(=O)CN2C(=O)COc3ccc(S(=O)(=O)N4CCCC4)cc32)cc1OC	11.7	-1.1
CC1(C)Cc2ccccc2C(C(Cc2ccccc2)C(N)=O)=N1 (stereo not drawn)	4.9	-0.6
CC(C)(C)c1cc(C(=O)N2CCc3ccccc3C2)ccn1	-1.9	-0.5
COc1ccc(Cl)cc1S(=O)(=O)N1CCC(C(=O)NC2CC2)CC1	3.5	-3.8
CC1=Nn2c(nnc2-c2ccccc2Cl)SC1	8.2	0.9
CCCCn1c(N)c(N(CCOC)C(=O)CSCc2ccccc2C)c(=O)[nH]c1=O	16.3	·
Cc1nn(Cc2ccc(C(=O)N3c4ccc(F)cc4CCC3C)o2)c(C)c1Br (stereo not drawn)	24.7	1.0
CCC(C)(C)NC(=O)C(c1ccc(F)cc1)N(CCOC)C(=O)CCC(=O)Nc1nccs1 (stereo not drawn)	19.5	0.1
Cc1cc(C)c2[nH]c(O)c(N=NC(=S)NCC3CCCO3)c2c1 (stereo not drawn)	12.4	·
O=C(CCc1ccccc1)N1CCCC(Nc2ccc(F)cc2)C1 (stereo not drawn)	27.1	-0.4
COc1cc(S(=O)(=O)NCc2ccccc2)ccc1Br	15.1	-1.4
Cc1ccc(C23OC(=O)C(C)(C)C2OC(=O)C3(C)C)cc1 (stereo not drawn)	15.2	-2.1
Cc1cc(C)c(NC(=O)CNC(=O)[C@@H]2CCCN2C(=O)c2cccs2)c(C)c1	11.7	-1.1
COc1ccc(CC(NC(C)=O)C(=O)NC2CCN(c3c(Cc4ccccc4)c(C)nc4ncnn34)CC2)c(OC)c1 (stereo not drawn)	6.5	0.5
CCCC1=[N+](CC(=O)c2ccccc2)CCn2c(C)ccc21	14.2	-0.2
O=[N+]([O-])c1cc(S(=O)(=O)NCCCN2CCOCC2)ccc1Cl	57.5	-0.3
O=C(Cc1n[nH]c(=O)c2ccccc12)Nc1cccc(S(=O)(=O)N2CCCC2)c1	10.5	-3.8
CC(=O)c1ccc(S(=O)(=O)NCCC(=O)NC(C)c2ccncc2)cc1 (stereo not drawn)	5.3	·
O=C1NC(=O)/C(=C\c2ccc(OCc3cnc(Cl)s3)cc2)S1	15.1	-2.4
COC(=O)c1cc(OC)c(OC)cc1N1C(=O)CCCC1=O	-0.3	0.3
CCOC(=O)N1CCN(S(=O)(=O)c2ccc(Br)s2)CC1	41.4	-0.3
Cc1ccc(NC(=O)COC(=O)C(NS(=O)(=O)c2ccc(Cl)cc2)C(C)O)cc1 (stereo not drawn)	6.8	-0.9
CC(C)C(OC(=O)CCCC(=O)Nc1nccs1)C(=O)NC1CCCCC1 (stereo not drawn)	10.4	-2.5
CC(=O)Nc1ccc(NC(=O)C(C)OC(=O)CCCc2c[nH]c3ccccc23)cc1 (stereo not drawn)	20.4	-0.2
O=C(NC1=NCCS1)C1COc2ccccc2O1 (stereo not drawn)	6.7	0.9
Cc1nn(Cc2cccc(C(=O)NC(C)c3ccc(C(C)(C)C)cc3)c2)c(C)c1[N+](=O)[O-] (stereo not drawn)	0.2	-0.5
COc1ccc(/C=C/C(=O)Nc2cc(S(=O)(=O)N3CCCCC3)ccc2N2CCCCC2)cc1OC	-11.9	0.2
CCO/C=C1\N=C(c2ccc(F)cc2)OC1=O	12.9	·
Cc1cc(C)nc(SCc2cc(=O)c(OC(=O)c3ccco3)co2)n1	2.1	-0.2
Cc1ccc(C2=NN(C(=O)CSc3nc4ncc(Cl)cc4[nH]3)C(c3ccco3)C2)cc1 (stereo not drawn)	1.1	0.7
CC(C)OC(=O)/C(=C/c1ccc2c(c1)c1ccccc1n2C)NC(=O)c1ccccc1	21.2	-1.8
COCCNC(=O)CSc1nc2ccc(N3CCOCC3)cc2c(=O)n1Cc1ccc(OC)cc1	15.0	-1.6
N=c1n(CCO)c2ccccc2n1CCOc1ccccc1	12.6	-1.1
CCOc1ccc(NC(=O)COC(=O)CCS(=O)(=O)c2ccc(C)cc2)cc1	14.6	-1.5
Cc1ccc(C(=O)NC(=S)Nc2cccnc2Cl)cc1	17.3	0.9
CC1CCCN(CC(=O)Nc2cc(Cl)ccc2Oc2ccccc2)C1 (stereo not drawn)	25.8	-0.4
Cc1ccsc1-c1nc(CN2CCCC2c2ccc(F)cc2)c(C)o1 (stereo not drawn)	3.1	0.1
CCn1nc(NC(=O)Cc2ccc(OC)cc2)c2cc3cc(C)ccc3nc21	9.7	-1.6
COCc1ccc(CN2CCC(n3nccc3NC(=O)C(OC)c3ccccc3)CC2)o1 (stereo not drawn)	13.5	-0.4
CCOC(CNC(=O)CN1C(=O)COc2ccc(S(=O)(=O)N3CCCC3)cc21)OCC	16.1	·
CC(=O)NC(=S)NNC(=O)c1ccc(Br)cc1	38.7	-0.5
CN(C)S(=O)(=O)c1ccc(NC(=O)CN2CCCCCC2)cc1	4.4	-0.5
CCC(=O)Nc1ccc(C(=O)NNC(=O)c2cccs2)cc1	12.4	-0.6
CN(c1ccc(F)cc1)S(=O)(=O)c1ccc(Cl)c(C(=O)OCC(=O)NCc2ccco2)c1	32.3	0.4
Going on with the list.
SMILES	OX1R FRET antag	STK33 kinase inh
COc1cccc(-c2cc(C(=O)Nc3cccnc3)c3ccccc3n2)c1	37.6	-1.8
CS(=O)(=O)Nc1nnc(C2CCCC2)s1	5.3	-0.9
Cc1cc(C)nc(SCc2nnc(SCC(=O)Nc3ccc(C)c(C)c3)n2Cc2ccco2)n1	54.8	0.1
COc1cc([N+](=O)[O-])ccc1NC(=S)NC(=O)CC(C)(C)C	20.7	0.8
Nn1c(-c2ccccc2)cc(-c2ccccc2)cc1=O	35.6	1.0
CC1(c2cccc(Br)c2)NC(=O)N(CC(=O)Nc2ccc(F)cc2)C1=O (stereo not drawn)	24.8	0.1
CN(C)CCN(C(=O)c1ccc(N2C(=O)CCC2=O)cc1)c1nc2cc3c(cc2s1)OCO3	6.0	0.7
C=CCOc1ccc(/C=C2/C(=O)ON=C2C)cc1OC	5.6	-0.6
CC(C)Cn1c(-c2ccco2)nc2c(c(=O)c3ccccc3n2C)c1=O	23.0	1.5
COc1ccccc1NS(=O)(=O)c1cc(NC(=O)c2ccc3ccccc3n2)ccc1Cl	15.3	-1.2
CC(C)C(=O)N1CCC2(CC1)Oc1ccc(F)cc1C(=O)C21CC(c2ccccc2)=NO1 (stereo not drawn)	11.2	0.5
CC(=O)Nc1ccc(S(=O)(=O)NC2(C(F)(F)F)C(=O)Nc3c2c(=O)[nH]c(=O)n3C)cc1 (stereo not drawn)	1.7	-0.6
CCN(CC)C(=O)CSc1nc(-c2ccccc2)cc(=O)[nH]1	40.8	0.5
CCN(CC)c1ccc(NC(=O)c2[nH]c(C)c(C(C)=O)c2C)c(C)c1	9.9	-1.2
NS(=O)(=O)c1ccc(CCNC(=O)c2cc(=O)[nH]c3ccccc23)cc1	13.2	-1.2
Nc1nnnn1/N=C/c1ccccc1O	28.9	1.9
Cc1n[nH]c(=O)nc1N/N=C/c1ccco1	12.6	1.0
CCOC(=O)Cc1nnc2c(Nc3ccccc3F)nc3nonc3n12	32.9	1.2
CC(C)[C@H](NC(=O)c1ccccc1)C(=O)OCC(=O)N1CCCCCC1	-3.6	-0.7
CN(C)CC(C)(C)CNS(=O)(=O)c1ccc(Cl)c(Cl)c1	10.2&7.6	-2.3&0.2
O=C(Nc1nnc(-c2ccc(Br)cc2)o1)c1ccco1	7.1	0.0
Cc1ccccc1C(=O)N1CCN(S(=O)(=O)c2cccs2)CC1	2.6	0.3
CCN(C1CCCCC1)S(=O)(=O)c1ccc(C(=O)O)cc1	12.0	-1.6
COc1ccc(F)cc1CN1CCN(C(=O)CCC(=O)Nc2nnc(CC(C)C)s2)CC1	18.5	0.5
CCNC(=S)NNC(=O)CSc1nc2ccccc2[nH]1	47.9	6.6
CSc1nc(N)nc2c1ncn2CC(=O)N1CCN(Cc2c(C)cc(C)cc2C)CC1	19.4	0.6
Cc1ccc(NCc2ccccc2O)cc1	15.4	-0.3
Cc1cc(Cl)c(C(=O)Nc2cccc(C(F)(F)F)c2)c(C)n1	15.1	0.0
C=CCn1c(SCC(=O)Nc2cccc(C(=O)OC)c2)nnc1C(C)NC(=O)c1cccs1 (stereo not drawn)	-0.9	-1.3
CCOC(=O)N1CCC(Nc2c(NCCCN(CC)Cc3ccccc3)c(=O)c2=O)CC1	7.0	-1.8
C=CCSc1nc(C)c(CC=C)c(=O)[nH]1	29.6	-2.1
COc1ccc(-c2cc(C(=O)c3c(N)n(C)c(=O)n(C)c3=O)c3ccccc3n2)cc1	17.0	1.4
COC(=O)C[C@H]1c2ccc(C(F)(F)F)cc2S(=O)(=O)N1Cc1ccccc1	25.0	-1.9
CCOc1ccc2c(c1)OC1(CCC(C)C1)CC2=O (stereo not drawn)	24.5	-0.7
CCOC(=O)[C@@H]1[C@H]2COc3cc(OC)ccc3[C@@H]2N2C(=O)N(c3ccc(Br)cc3)C(=O)[C@@]12C	23.4	-0.8
CC(=O)N1CCC(N(C(=O)Nc2ccc(Cl)cc2)C(C)C)CC1	6.4	-0.9

Among those listed so far, these have a COOH group.
SMILES	OX1R FRET antag	STK33 kinase inh
COc1cc(C(c2c(C(=O)O)[nH]c3ccccc23)c2c(C(=O)O)[nH]c3ccccc23)ccc1OCc1ccccc1	-0.4	·
CCN(C1CCCCC1)S(=O)(=O)c1ccc(C(=O)O)cc1	12.0	-1.6

More entries follow:
SMILES	OX1R FRET antag	STK33 kinase inh
O=C(CN1CCC(C(=O)c2cccc(F)c2)CC1)NCc1cccs1	22.6	0.0
COc1ccc(NC(=O)n2ncc3c(C)cccc32)cc1	3.5	-0.5
COC(=O)c1sccc1NC(=O)Nc1ccc(C)cc1C	17.4	-1.2
Cc1cc(=O)oc2cc(OCC(=O)N3CCCC3)ccc12	6.4	-2.9
COc1ccc(C(=O)O/N=C(\N)Cc2ccc(Cl)cc2)cc1OC	24.2	3.9
NC(=O)CC(NC(=O)Cc1ccc(Br)cc1)c1ccc(NC2CCN(Cc3ccccc3)CC2)c([N+](=O)[O-])c1 (stereo not drawn)	18.7	-1.5
CCOC(=O)CC(=O)CSc1ncnc2c1nnn2-c1ccccc1	6.9	-0.7

Source: PubChem BioAssay (several laboratories)
